# GSK3A inh – human GSK-3 alpha kinase inhibition | P49840 | ADP-Glo luminescence, 60 min | inhibition, % at 10 µM | 320,000 compounds, 0.1% hits | AID 2650;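 in the data active = inhibition above about 50%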;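 also: GST-tagged GSK-3 alpha with peptide substrate and 25 µM ATP; 0% = DMSO neutral wells and 100% = GW8510 positive control wells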
# Target sequence (P49840 whole entry, looked up): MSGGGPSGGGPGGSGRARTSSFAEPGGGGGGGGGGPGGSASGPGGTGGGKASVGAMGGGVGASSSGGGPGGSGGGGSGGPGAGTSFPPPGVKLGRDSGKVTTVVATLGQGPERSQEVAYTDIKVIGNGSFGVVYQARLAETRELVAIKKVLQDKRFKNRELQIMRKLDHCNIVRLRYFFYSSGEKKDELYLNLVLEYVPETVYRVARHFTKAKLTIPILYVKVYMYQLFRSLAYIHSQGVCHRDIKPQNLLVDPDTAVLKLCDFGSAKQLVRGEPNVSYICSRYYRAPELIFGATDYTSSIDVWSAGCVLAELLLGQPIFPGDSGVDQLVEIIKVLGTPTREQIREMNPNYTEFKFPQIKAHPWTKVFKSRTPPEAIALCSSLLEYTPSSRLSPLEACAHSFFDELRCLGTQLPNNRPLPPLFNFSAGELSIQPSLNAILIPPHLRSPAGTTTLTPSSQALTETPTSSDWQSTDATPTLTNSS
# KCNQ1 act – human KCNQ1 channel potentiation or activation | CHO-K1 KCNQ1, thallium flux FluxOR fluorescence; active compounds read high | B-score at 10 µM | 310,000 compounds, 0.35% hits | AID 2648;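 active = fluorescence ratio B-score, a plate-corrected score, at least three library SD, with initial intensity B-score within 5 SD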
#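 System: Stable KCNQ1 CHO-K1 line | Incubation: 90 min dye loading and 20 min compound exposure, both at room temperature | Measure: Ratio B score | Medium: Assay buffer for compound exposure, DMSO matched across wells | Compound dosing: Single-concentration screen | Probe or stimulus: K+/Tl+ depolarizing stimulus | Measured by: Kinetic FluxOR fluorescence, 10 s baseline plus 110 s post-stimulus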
# KCNK3 block – human KCNK3 channel inhibition, primary screen | CHO-KCNK3 thallium flux, FluxOR fluorescence; active compounds read low | B-score at 10 µM | 340,000 compounds, 0.84% hits | AID 602410;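 active = B-score under library mean minus 4 SD, starting fluorescence ratio at most library mean plus 5 SD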;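 also: more negative B-score means stronger inhibition of thallium flux through KCNK3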
# Target sequence (O14649 whole entry, looked up): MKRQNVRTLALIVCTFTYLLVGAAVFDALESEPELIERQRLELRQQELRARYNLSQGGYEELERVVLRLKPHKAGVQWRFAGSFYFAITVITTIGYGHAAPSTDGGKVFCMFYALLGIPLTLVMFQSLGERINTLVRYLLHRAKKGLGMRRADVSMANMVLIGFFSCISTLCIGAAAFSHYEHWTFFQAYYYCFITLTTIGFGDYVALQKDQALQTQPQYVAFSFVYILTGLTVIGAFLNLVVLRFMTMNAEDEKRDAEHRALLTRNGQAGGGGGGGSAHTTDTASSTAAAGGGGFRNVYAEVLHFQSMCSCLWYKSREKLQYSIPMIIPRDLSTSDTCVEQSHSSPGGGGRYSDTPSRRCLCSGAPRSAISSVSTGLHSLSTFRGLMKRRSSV
# PolyA inhibitor – blocks polyadenylation in yeast reporter cells; S. cerevisiae SKY197-pL101 polyadenylation reporter, beta-gal luminescence; efflux-impaired pdr1/pdr3 knockout yeast; score 100 = 6 SD above DMSO; 300,000 compounds, 0.02% hits; calls only at 12 µM;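 active = lowest replicate activity score at least 50, where 100 means six control SD above control mean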;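 also: yeast exposed to compound for 9 h at 30 °C; higher score means more reporter readthrough which indicates perturbed polyadenylation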
# RGS4 act – potentiators or activators of RGS4; AID 463111; HEK293 M3R/inducible RGS4, carbachol calcium flux Fluo4; active compounds read low; 310,000 compounds, 0.92% hits; B-score at 10 µM;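 active = B-score of the integrated calcium signal more than 4 SD below the library mean, with starting fluorescence not abnormally high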;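 also: negative B-score means reduced calcium response which marks RGS4 activation or potentiation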
#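 System: HEK293 FlpIn-TREx cells, stable M3R, doxycycline-inducible RGS4. Timing: overnight RGS4 induction, 30 min dye load 37 °C, 20 min compound RT. Also added: carbachol, ECmax concentration. Measured by: Fluo4 fluorescence kinetic imaging of calcium. Evaluation: integrated calcium ratio converted to B score.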
# HDAC3 inh – human HDAC3 inhibition | O15379 | recombinant HDAC3, fluorogenic peptide/trypsin coupled, fluorescence | inhibition, % at 8.3 µM | 320,000 compounds, 0.15% hits; in the data active = inhibition above about 26%, passing the limit was not always enough
# KCNK9 block – blocks the human KCNK9 two-pore domain potassium channel | HEK293 KCNK9, FluxOR thallium flux fluorescence; active compounds read low | AID 488922 | B-score at 10 µM | 310,000 compounds, 1.2% hits;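 active = ratio B-score over 3 SD below the library mean, with starting fluorescence within 5 SD of its mean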;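 also: negative B-score means less thallium flux so channel inhibition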
# DYRK1A inh – blocks rat Dyrk1A kinase activity | AID 504441 | ADP-Glo luminescence, NFATc1 peptide | inhibition, % at 12.5 µM | 310,000 compounds, 0.43% hits | Q63470; in the data active = inhibition above about 50%;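 also: plate controls were vehicle with enzyme for no effect and no enzyme for full effect; many of its hits are not listed in these tables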
# GSK3beta inhib – human GSK3beta kinase inhibition. GST-GSK3beta kinase, ADP-Glo luminescence, 60 min; active compounds read low. activity score (negative = inhibition), % at 10 µM. 300,000 compounds, 0.038% hits. AID 2097;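 active = more than half of replicate wells score below -50%, meaning over 50% inhibition versus plate controls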;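 also: 0% = median DMSO wells and -100% = median GW8510 positive control wells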
#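 Test system: GST-fused GSK3beta enzyme, cell-free | Quantity: 1.6 ng GST-GSK3beta enzyme per well | Reagent: 25 µM ATP with peptide substrate | Schedule: 60 min enzyme reaction, room temperature | Signal: Luminescent ADP-Glo measurement of ADP formed | Read-out basis: Score relative to plate controls | Control set: DMSO and 20 µM GW8510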
# hERG rescue – shields human hERG channel from block by proarrhythmic agents. Q12809. CHO-hERG, FluxOR thallium flux, dofetilide IC70 present. activation (rescue from dofetilide block), less the hit threshold, % at 10 µM. 310,000 compounds, 0.51% hits. AID 1511;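 active = activation above the mean of controls blocked by dofetilide plus 5 SD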;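 also: thallium influx through hERG after potassium depolarization seen as dye fluorescence rise; in these data hits start at about 4.7%; inactives centre near -7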
# KCNQ1 block – human KCNQ1 channel inhibition; 310,000 compounds, 1.3% hits; CHO-K1 KCNQ1, FluxOR thallium flux fluorescence; active compounds read high; B-score at 10 µM; P51787; AID 2642;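 active = compounds whose thallium flux B-score, printed positive for inhibition, exceeds three library SD while starting fluorescence stays within three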;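 also: channel opened by potassium depolarization with thallium stimulus after 20 min compound exposure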
# Starred values were filed as active, the others as inactive; i = inactive; . = not tested or not shown.
1. Oc1c(Cl)cc(Cl)cc1CNc1nc2ccccc2[nH]1
2. Cc1cccc(C)c1OCC(=O)Nc1ccncc1
3. Cc1cc(C(=O)N/N=C\c2cc(C(C)(C)C)c(O)c(C(C)(C)C)c2)n[nH]1
4. C=CCn1c(Oc2ccc(C=O)cc2OCC)nc2c1c(=O)n(C)c(=O)n2C
5. CN(C(=O)N1CCN(S(=O)(=O)c2ccccc2)CC1)c1ccccc1
6. Cc1ccc2c(c1)NC(=O)C(CC(=O)NCCCN1CCCCC1)O2 (centres undefined)
7. O=C(Nn1c(O)c(C=C2N=c3ccccc3=N2)sc1=S)c1ccccc1
8. CC1CCN(c2oc(-c3cccc4ccccc34)nc2C#N)CC1
9. CN(C)c1ccc(-c2nnn(Cc3ccccc3Br)n2)cc1
10. NC(=O)CC(NC(=O)Cc1cccc2ccccc12)c1ccc(N2CCN(c3ccccn3)CC2)c([N+](=O)[O-])c1 (centres undefined)

Screen / compound no.	1	2	3	4	5	6	7	8	9	10
GSK3A inh	1	1	-2	0	0	-2	.	-1	-1	-1
KCNQ1 act	i	i	i	i	i	i	i	i	i	i
KCNK3 block	i	i	i	i	i	i	i	i	i	i
PolyA inhibitor	i	i	i	i	i	i	i	i	i	i
RGS4 act	i	i	i	i	i	i	i	i	i	i
HDAC3 inh	-9	-3	5	-4	3	-3	8	-9	0	5
KCNK9 block	i	i	i	i	i	i	i	i	i	i
DYRK1A inh	7	10	8	-2	-4	3	2	-10	.	-2
GSK3beta inhib	2	6	-1	2	5	2	6	1	1	1
hERG rescue	-5	-6	-6	-6	-12	-11	-5	-1	-4	-7
KCNQ1 block	i	i	i	i	i	i	i	i	i	i

11. Cc1cccc(N2CCN(C(=O)c3cccc(N4C(=O)C5CC=CC(C)C5C4=O)c3)CC2)c1C (centres undefined)
12. COC(=O)COc1cccc(NC(=O)COc2ccccc2)c1
13. Cc1nc2c([nH]c3ccc(Br)cc32)s1
14. Cc1nn(C)cc1/C=C/C(=O)c1ccccc1
15. COc1ccc2cnn(-c3ccc(OC(F)(F)F)cc3)c(=O)c2c1OC
16. COc1cc(/C=C/C(=O)O)cc(S(=O)(=O)Nc2ccc3[nH]c(=O)[nH]c3c2)c1OC
17. CCOC(=O)C1CCN(CC(=O)Nc2ccc(S(=O)(=O)N3CCC(C)CC3)cc2)CC1
18. Cn1cnc2c1c(=O)n(Cc1cccc(F)c1)c(=O)n2C
19. COc1cc(/C=C2/SC(=O)N(Cc3ccccc3)C2=O)ccc1OCc1ccncc1
20. Cn1c(=O)c2cc3ccc(Cl)cc3nc2n(C)c1=O

Screen / compound no.	11	12	13	14	15	16	17	18	19	20
GSK3A inh	0	0	-1	0	-4	0	-2	0	-1	-2
KCNQ1 act	i	i	i	i	i	i	i	i	i	i
KCNK3 block	i	i	i	i	i	i	i	i	i	i
PolyA inhibitor	i	i	i	i	i	i	i	i	i	i
RGS4 act	i	i	i	i	i	i	i	i	i	i
HDAC3 inh	4	-1	6	3	-1	15	-2	-8	0	0
KCNK9 block	i	i	i	i	i	i	i	i	i	i
DYRK1A inh	0	13	-9	4	9	-4	2	.	6	.
GSK3beta inhib	-3	3	-2	-1	1	0	-1	1	2	8
hERG rescue	-10	-7	-10	-11	-11	-4	-5	-7	-3	-7
KCNQ1 block	i	i	i	i	i	i	i	i	i	i

21. O=C(NCC1CCCO1)c1ccc([N+](=O)[O-])o1 (centres undefined)
22. O=C(NCc1ccccc1F)C1CCCN(c2cnccn2)C1 (centres undefined)
23. O=C(Nc1ccc2c(c1)CCC2)c1ccc(F)cc1
24. COc1ccc(-n2c(C)nc3c(cnn3-c3ccc(C)c(C)c3)c2=O)cc1
25. O=C(Nc1ccccc1N1CCCC1)c1ccc(N2CCCC2=O)cc1
26. c1ccc2[nH]c(SCCN3CCOCC3)nc2c1
27. c1ccc2[nH]c(CN3CCCCCC3)nc2c1
28. CCc1ccc(CNC(=O)CCCn2c(=O)c3cccn3c3cccnc32)cc1
29. COC(=O)c1sccc1-n1cccc1C(=O)C(=O)N1CCCCC1
30. O=c1nc(-c2ccccc2)c2cc(Br)ccc2[nH]1

Screen / compound no.	21	22	23	24	25	26	27	28	29	30
GSK3A inh	-2	1	0	-2	5	0	-1	3	0	-2
KCNQ1 act	i	i	i	i	i	i	i	i	i	i
KCNK3 block	i	i	i	i	i	i	i	i	i	i
PolyA inhibitor	i	i	i	i	i	i	.	i	i	i
RGS4 act	i	i	i	i	i	i	i	i	i	i
HDAC3 inh	5	3	-5	-3	0	-2	-1	-2	1	-1
KCNK9 block	i	i	i	i	i	i	i	i	i	i
DYRK1A inh	-7	-7	3	8	.	-6	2	0	-8	-4
GSK3beta inhib	1	2	-1	2	6	2	-3	-2	-4	1
hERG rescue	-6	-6	-5	-12	-3	-3	-10	-9	-7	-4
KCNQ1 block	i	i	i	i	i	i	i	i	i	i

31. CCOC(=O)c1cccc(N2C(=O)C3C(C2=O)C2C=CC3C23CC3)c1 (centres undefined)
32. CC(C)CN(C(=O)c1cc([N+](=O)[O-])cc([N+](=O)[O-])c1)C1CCS(=O)(=O)C1 (centres undefined)
33. CC(C)(C)C1(O)CC(C(F)(F)F)=NN1C(=O)CCc1ccccc1 (centres undefined)
34. CSc1nsc(SC)c1C(=O)Nc1ccc(C(C)(C)C)cc1
35. CN(C)C(=O)CSc1nnc(CCCCCNC(=O)OC(C)(C)C)o1
36. O=S(=O)(Nc1cccc(CCc2ccccn2)c1)c1ccc(Cl)cc1
37. COC(=O)c1ccc(OC(=O)CCS(=O)(=O)c2ccc(C)cc2)cc1
38. CC(=O)Oc1c(Cl)cc(N(C(C)=O)S(=O)(=O)c2ccccc2)c2ccccc12
39. COc1ccc(S(=O)(=O)Nc2ccc(F)c(Cl)c2)cc1OC
40. COC(=O)[C@H](CCSC)NC(=O)NCCC1=CCCCC1

Screen / compound no.	31	32	33	34	35	36	37	38	39	40
GSK3A inh	0	-3	-1	-1	7	0	-3	-2	-2	0
KCNQ1 act	i	i	i	i	i	i	i	i	i	i
KCNK3 block	-18*	i	i	-13*	i	i	i	i	i	i
PolyA inhibitor	i	i	i	i	i	i	i	i	i	i
RGS4 act	i	i	i	-11*	i	i	i	i	i	i
HDAC3 inh	-1	-4	7	8	2	.	-8	0	12	3
KCNK9 block	i	i	i	-14*	i	i	i	i	i	i
DYRK1A inh	-5	0	-3	.	-26	-3	5	.	4	-3
GSK3beta inhib	5	1	2	2	1	-2	4	2	1	1
hERG rescue	-8	-7	-9	-2	-5	-12	-9	-8	-9	-13
KCNQ1 block	i	i	i	i	i	i	i	i	i	i

41. CCN1CCN(C(C(=O)NC2CCCC2)c2ccc(Cl)cc2)CC1 (centres undefined)
42. CCCCn1nnc(NC(=S)NC(=O)c2ccc(-c3cccc(Cl)c3Cl)o2)n1
43. O=C(C(Cc1ccc(Cl)cc1)NS(=O)(=O)c1ccccc1)N1CC[C@@]2(O)CCCC[C@H]2C1 (some centres undefined)
44. O=C(COc1ccccc1Cl)c1ccc2c(c1)CCCC2
45. COCCN(C(=O)COC(=O)c1ccc(C=O)cc1)c1c(N)n(Cc2ccccc2)c(=O)[nH]c1=O
46. Cc1cc(C)c(C)c(OCC(=O)NCC2CCCO2)c1 (centres undefined)
47. CC(C)n1cnnc1SCC(=O)Nc1cccc(S(=O)(=O)N(C)c2ccccc2)c1
48. Cc1cc(OCC(=O)N(Cc2ccccc2)C2CCS(=O)(=O)C2)ccc1Cl (centres undefined)

Screen / compound no.	41	42	43	44	45	46	47	48
GSK3A inh	1	1	0	-2	-1	0	-3	0
KCNQ1 act	i	i	i	i	i	i	i	i
KCNK3 block	i	i	i	i	i	i	i	i
PolyA inhibitor	i	i	i	i	i	i	i	i
RGS4 act	i	i	i	i	i	i	i	i
HDAC3 inh	-2	7	0	-5	2	-3	-6	2
KCNK9 block	i	i	i	i	i	i	i	i
DYRK1A inh	2	28	-2	-3	-1	-2	-3	.
GSK3beta inhib	2	2	2	1	-4	3	-1	-1
hERG rescue	-9	7.4*	-15	-7	-15	-1	-13	-7
KCNQ1 block	i	i	i	6*	i	i	i	i

# A different layout for ten compounds above:
item	compound	GSK3A inh	KCNQ1 act	KCNK3 block	PolyA inhibitor	RGS4 act	HDAC3 inh	KCNK9 block	DYRK1A inh	GSK3beta inhib	hERG rescue	KCNQ1 block
39	COc1ccc(S(=O)(=O)Nc2ccc(F)c(Cl)c2)cc1OC	-2	i	i	i	i	12	i	4	1	-9	i
40	COC(=O)[C@H](CCSC)NC(=O)NCCC1=CCCCC1	0	i	i	i	i	3	i	-3	1	-13	i
41	CCN1CCN(C(C(=O)NC2CCCC2)c2ccc(Cl)cc2)CC1 (centres undefined)	1	i	i	i	i	-2	i	2	2	-9	i
42	CCCCn1nnc(NC(=S)NC(=O)c2ccc(-c3cccc(Cl)c3Cl)o2)n1	1	i	i	i	i	7	i	28	2	7.4*	i
43	O=C(C(Cc1ccc(Cl)cc1)NS(=O)(=O)c1ccccc1)N1CC[C@@]2(O)CCCC[C@H]2C1 (some centres undefined)	0	i	i	i	i	0	i	-2	2	-15	i
44	O=C(COc1ccccc1Cl)c1ccc2c(c1)CCCC2	-2	i	i	i	i	-5	i	-3	1	-7	6*
45	COCCN(C(=O)COC(=O)c1ccc(C=O)cc1)c1c(N)n(Cc2ccccc2)c(=O)[nH]c1=O	-1	i	i	i	i	2	i	-1	-4	-15	i
46	Cc1cc(C)c(C)c(OCC(=O)NCC2CCCO2)c1 (centres undefined)	0	i	i	i	i	-3	i	-2	3	-1	i
47	CC(C)n1cnnc1SCC(=O)Nc1cccc(S(=O)(=O)N(C)c2ccccc2)c1	-3	i	i	i	i	-6	i	-3	-1	-13	i
48	Cc1cc(OCC(=O)N(Cc2ccccc2)C2CCS(=O)(=O)C2)ccc1Cl (centres undefined)	0	i	i	i	i	2	i	.	-1	-7	i

# High-throughput results: PubChem BioAssay, several laboratories

# A portion of the library. The share of hits here may be higher or lower than overall.
